mIDH1 inhibitor = blocks human mutant IDH1 R132H enzyme | IDH1-R132H enzyme, NADPH consumption, diaphorase/resazurin fluorescence | Potency, µM (highest dose often 76.6 µM), for the others: top-dose activity change, negative = inhibition, usual class: inhibitors | hit rate 0.093% among 390,000; further: potency means the concentration at half of the fitted maximal effect; on the % scale 0 is the no-effect control and ±100 the full control effect; nearly all actives have a fitted effect of over 65% in size
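IDH1-R132H (0.5 ug/mL) preincubated 30 min with compound, then NADPH (0.016 mM) and alpha-KG (2 mM) added; 80 min at RT, pH 7.5. Remaining NADPH coupled via diaphorase/resazurin to fluorescence (540/590 nm); concentration-response curves normalized to no-enzyme control.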
RGS4 inh = blocks human RGS4-accelerated GTP hydrolysis; P49798; Transcreener GDP fluorescence polarization, RGS4-accelerated GTP hydrolysis; Potency, µM (top dose mostly 114 µM), without a hit: at the highest dose activity change, negative = inhibition, actives largely listed as inhibitors; hit rate 0.039% among 390,000; AID 504845; further: potency means the concentration at half of the fitted maximal effect; on the % scale 0 is the no-effect control and ±100 the full control effect; nearly all actives have a fitted effect of over 75% in size; some results filed as inactive show a strong effect at the top dose
Target sequence (P49798 whole entry, looked up): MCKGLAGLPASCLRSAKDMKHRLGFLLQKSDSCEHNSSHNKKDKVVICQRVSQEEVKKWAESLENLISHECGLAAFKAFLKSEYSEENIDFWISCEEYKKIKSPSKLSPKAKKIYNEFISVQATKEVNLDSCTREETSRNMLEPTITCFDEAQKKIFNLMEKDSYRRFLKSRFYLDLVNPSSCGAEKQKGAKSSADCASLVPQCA
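MLSMR compounds (23 nl, pin-transferred) preincubated 10 min at room temperature with a 500nM (2x) first reagent, then RGS4 at 900nM (2x) plus Transcreener GDP mix added; fluorescence polarization (620/688 nm) read before and after 90 min at 30 °C.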
Vif-A3F inh = Vif-A3F binding inhibition; Potency, µM (titrated, usually from 46.1 µM), for inactives: top-dose activity, negative = active; hit rate 0.2% among 390,000; HeLa A3F-eYFP + Vif (tagged APOBEC3F with the HIV-1 protein that degrades it), YFP fluorescence increase; further: potency means the concentration at half of the fitted maximal effect; % of control where 0% means no effect; nearly all actives have a fitted effect of over 65% in size
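Fluorescence increase (Ex 488/Em 500-530) after overnight compound treatment at 37 deg C flags inhibition of Vif-driven A3F-eYFP loss in stable HeLa A3F-eYFP/Vif cells seeded overnight beforehand.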
USP1-UAF1 inh = USP1/UAF1 (human) deubiquitinase inhibition; Potency, µM (doses to about 57.1 µM), for inactives: at the highest dose activity change, negative = inhibition, usual class: inhibitors; O94782; AID 743255; hit rate 0.23% among 390,000; recombinant USP1/UAF1, Ub-Rhodamine cleavage fluorescence; further: potency means the concentration at half of the fitted maximal effect; on the % scale 0 is the no-effect control and ±100 the full control effect; nearly all actives have a fitted effect of over 60% in size; inactives centre near -12
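USP1/UAF1 complex at 1 nM was preincubated with compound for 15 min at room temperature, then Ub-Rho substrate (150nM final) was added. Fluorescence (480/540 nm) was read kinetically, 6 reads every 60 seconds.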
TrxR1 substrate = rat thioredoxin reductase 1 substrate activity; O89049; purified TrxR1 substrate turnover, NADPH consumption readout; Potency, µM (titrated, usually from 114 µM), for inactives: top-dose activity change, negative = substrate turnover; hit rate 0.01% among 390,000; further: potency means the concentration at half of the fitted maximal effect; on the % scale 0 is the no-effect control and ±100 the full control effect; nearly all actives have a fitted effect of over 50% in size
Target sequence (O89049 whole entry, looked up): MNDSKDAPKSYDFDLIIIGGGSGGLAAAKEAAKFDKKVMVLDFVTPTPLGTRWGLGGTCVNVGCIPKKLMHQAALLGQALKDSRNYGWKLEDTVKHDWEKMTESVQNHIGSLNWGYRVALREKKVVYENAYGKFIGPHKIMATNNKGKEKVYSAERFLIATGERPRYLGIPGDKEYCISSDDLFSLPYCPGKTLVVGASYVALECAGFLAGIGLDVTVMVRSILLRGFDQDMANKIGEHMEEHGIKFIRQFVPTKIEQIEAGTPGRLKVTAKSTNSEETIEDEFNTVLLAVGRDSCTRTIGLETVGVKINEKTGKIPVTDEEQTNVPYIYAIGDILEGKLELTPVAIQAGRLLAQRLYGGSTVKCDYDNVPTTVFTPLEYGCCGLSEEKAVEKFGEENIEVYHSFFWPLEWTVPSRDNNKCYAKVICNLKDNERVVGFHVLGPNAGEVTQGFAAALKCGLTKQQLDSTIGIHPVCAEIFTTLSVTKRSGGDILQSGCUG
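Rat TrxR1, dispensed at 90 nM, was prereduced with 400 uM NADPH (final) for 5 min at ~22 deg C, then incubated with compound 15 min before 400 uM selenite. A first-read NADPH fluorescence drop versus no-compound background flagged substrates.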
LDHA inh = LDHA (human) enzyme inhibition | P00338 | purified LDHA, NADH/diaphorase-resazurin fluorescence; stronger effect = lower value | activity change, % (values are at about 110 or 230 µM) | hit rate 0.15% among 480,000; in the data active means activity change below about -30%; inconclusive means mostly about -25% to -30%;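 further: plate controls were DMSO wells for no effect and wells without enzyme for full effect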
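Remaining NADH was detected by diaphorase (0.133 mg/mL) converting 37 µM resazurin to fluorescent resorufin, read at 0 and 20 minutes. The preceding 5-minute room-temperature reaction used 2 nM LDHA, 0.2 mM sodium pyruvate and 0.06 mM NADH at pH 7.4.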
Glioma ERSR ind = inducers of ER stress response in human glioma cells | U87-MG GRP78 promoter luciferase reporter, 16 h | Potency, µM, inactives show at the highest dose activation, actives largely listed as activators | hit rate 0.02% among 420,000 | AID 602332; further: potency means the concentration at half of the fitted maximal effect; series mostly up to about 76 µM; % of control where 0% means no effect; nearly all actives have a fitted effect of over 35% in size
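Stably transfected U87-MG human glioma cells carrying a GRP78-based luminescent sensor were seeded at 1000 cells/well, pin-dosed with compounds and incubated 16 h. Luciferase reagent was then added, and end-point luminescence was read after 10 min at room temperature.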
Vif-APOBEC3G blk = blocks the Vif interaction with human APOBEC3G | Q9HC16 | HeLa A3G-eYFP + Vif (tagged APOBEC3G with the HIV-1 protein that degrades it), YFP fluorescence, overnight | Potency, µM (titrated, usually from 46.1 µM), inactives show top-dose activity, negative = active, usual class: inhibitors | hit rate 0.076% among 410,000 | AID 602310;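 further: potency means the concentration at half of the fitted maximal effect; on the % scale 0 is the no-effect control and ±100 the full control effect; nearly all actives have a fitted effect of over 60% in size; hits raise eYFP signal because A3G escapes Vif-driven loss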
Target sequence (Q9HC16 whole entry, looked up): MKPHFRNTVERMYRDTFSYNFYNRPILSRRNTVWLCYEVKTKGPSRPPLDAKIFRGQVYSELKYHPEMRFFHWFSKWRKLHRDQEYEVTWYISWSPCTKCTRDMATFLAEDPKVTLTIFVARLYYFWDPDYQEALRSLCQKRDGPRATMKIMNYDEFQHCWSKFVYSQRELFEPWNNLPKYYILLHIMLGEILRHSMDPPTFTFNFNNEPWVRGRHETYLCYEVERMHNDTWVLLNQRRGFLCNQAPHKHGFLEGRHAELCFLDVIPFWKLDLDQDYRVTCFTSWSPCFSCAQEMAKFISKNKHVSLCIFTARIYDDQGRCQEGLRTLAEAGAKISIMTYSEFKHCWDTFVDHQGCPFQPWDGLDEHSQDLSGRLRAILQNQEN
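HeLa cells stably expressing Vif and C-terminally eYFP-tagged A3G, seeded overnight at 37 deg C, then exposed to compound by pintool overnight at 37 deg C. Rise in yellow fluorescence (Ex 488/Em 500-530, Acumen) marks blocked Vif-driven A3G degradation.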
TrxR1 inh = rat TrxR1 inhibition. recombinant rTrxR1, NADPH fluorescence consumption, selenite substrate. hit rate 1% among 390,000. Potency, µM (top dose mostly 114 µM), without a hit: at the top dose activity change, negative = inhibition, actives largely listed as inhibitors; further: potency means the concentration at half of the fitted maximal effect; on the % scale 0 is the no-effect control and ±100 the full control effect; nearly all actives have a fitted effect of over 65% in size
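Rat TrxR1 (90 nM in the dispensed reagent) was pre-reduced with 400 uM NADPH for 5 min at room temperature, then incubated with compound for 15 min. After 400 uM selenite was added, NADPH fluorescence (Ex 340/Em 450 nm) was followed for 8 min.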
An asterisk follows results filed as active; ? = inconclusive; . = no result given; & = joins results of further samples; [ ] = another dose, or the depositor's remark. Unless noted, the call rests on the fitted dose curve; in most records, active means well fitted curve in the direction sought with a large enough effect; inconclusive means small, poorly fitted or top-dose-only effect, or another doubt; inactive means no such curve, though single readings can be large; an effect the other way counts as inactive or inconclusive. An excerpt; the hit share may differ from the screen's.

Sequence of screens – mIDH1 inhibitor | RGS4 inh | Vif-A3F inh | USP1-UAF1 inh | TrxR1 substrate | LDHA inh | Glioma ERSR ind | Vif-APOBEC3G blk | TrxR1 inh
Cc1ccc(CCNC(=O)c2ccc(CS(=O)(=O)Cc3ccccc3F)o2)cc1
→ 6%&4% | -3%&-8% | 2%&-24% | -25%&-5% | 2%[57.1 µM] | -3&-6 | -3%&-5% | 3%&1% | ?
Cc1ccnc(NC(c2ccccc2F)c2ccc3cccnc3c2O)c1 (stereo not given)
→ -10% | -14% | 8% | -14% | -2% | -2 | -3% | -12% | ?
CCOc1ncccc1C(=O)Nc1ccc(C)c(S(=O)(=O)N2CCCCCC2)c1
→ -7% | -7% | 2% | -12% | -1% | -8 | -4% | 6% | 8%
COc1ccc(C)cc1NC(=O)CN1C(=O)CCc2cc(S(=O)(=O)N3CCOCC3)ccc21
→ 1% | -25% | 5% | -19% | 1%[57.1 µM] | 5 | -1% | 4% | 17%[57.1 µM]
COc1ccc(C(=O)COC(=O)Cn2nnc3ccccc32)cc1Br
→ 10% | -6% | -11% | -3% | 1% | -4 | -2% | -5% | 15%
O=C(Nc1nc(-c2cc(F)ccc2F)cs1)C1=COCCO1
→ 15% | -13% | -12% | -22% | -2% | 1 | 2% | -4% | 14%
OCC[C@@H]1C[C@H](O)[C@@H](O)[C@]2(OCc3ccc4ccccc4c32)O1
→ 2% | . | 0% | -15% | . | 2 | -1% | 1% | .
CCN(CC)S(=O)(=O)c1ccc2c(c1)N(CC(=O)NCCN1CCOCC1)C(=O)CO2
→ 1% | 18% | -2% | -3% | -3% | -13 | -3% | 0% | 14%
CCCCc1cc(=O)oc2cc(C)cc(OCC(=O)N3CCC(C(N)=O)CC3)c12
→ -6% | -2% | 2% | 10% | 52%[activator] | -9 | -3% | 1% | 11%
COC(=O)Nc1ccc(C)c2nsnc12
→ -5% | 8% | 1% | -13% | -13% | 0 | 0% | 0% | -17%
CCCCCCN1C[C@@H](O)[C@H](n2cc(-c3ccc(F)cc3)nn2)C[C@@H]1c1ccc(OC)cc1
→ -6% | . | -11% | -25% | . | -8 | -1% | 0% | .
Cn1cc(S(=O)(=O)NCC2CCCO2)c(=O)n(C)c1=O (stereo not given)
→ -11% | 16% | -4% | -21% | 9% | -3 | -3% | 0% | 27%
CCC1CCCCN1C(=O)CCS(=O)(=O)c1ccc2c(c1)CCN2C(C)=O (stereo not given)
→ 3% | 7%[56.9 µM] | -6% | -5% | 9%[57.1 µM] | -10 | -8% | -5% | 27%[57.1 µM]
COC(=O)c1c(NC(=O)C(=O)NCCCN2CCOCC2)sc2c1CCC2
→ -3% | 32% | 10% | -16% | 0% | 0 | 6% | 0% | 13%
N#CC1=C(SCC(=O)Nc2cccc3cccnc23)NC(=O)C(C#N)C12CCCCC2 (stereo not given)
→ 3% | -7% | -4% | -18% | 1%[57.1 µM] | 10 | -3% | 0% | 1%[57.1 µM]

Sequence of screens – mIDH1 inhibitor | RGS4 inh | Vif-A3F inh | USP1-UAF1 inh | TrxR1 substrate | LDHA inh | Glioma ERSR ind | Vif-APOBEC3G blk | TrxR1 inh
Cc1ccc(S(=O)(=O)N2CCC[C@H]2C(=O)OCCN2C(=O)c3ccccc3C2=O)cc1
→ 8% | -4% | 9% | -20% | -14% | -2 | -2% | 2% | -17%
CCOC(=O)C1CCCCN1C(=O)c1oc2c(Cl)cc(C)cc2c1C (stereo not given)
→ 5% | -2% | 10% | -13% | -1% | 3 | 2% | 1% | -1%
CC(=O)N1CCN(C(=O)c2cc3c(s2)CCC(C)C3)CC1 (stereo not given)
→ 7% | -17% | 5% | -18% | -11% | -4 | 3% | -1% | -10%
O=C(N/N=C/C=C/c1ccccc1)C(O)c1ccccc1 (stereo not given)
→ 5% | -11% | 1% | -4% | -8% | 1 | 1% | 0% | 10%
O=C(NCC(=O)N1CCN(Cc2c(F)cccc2Cl)CC1)c1cccs1
→ 0% | . | -10% | -3% | . | -8 | 2% | 3% | .
COc1ccc(NC(=O)Nc2ccc(N3CCOCC3)c3nonc23)c(OC)c1
→ 3% | 1% | -1% | ? | 3% | 8 | -1% | 0% | 15%
O=C(Cc1cccc2ccccc12)Nc1ccc(N2CCOCC2)cc1
→ 1% | -13% | -26% | -27% | 4% | 8 | 2% | -3% | 14%
CCC(=O)c1ccc(SC(=O)N(C)C)cc1O
→ 9% | -4% | 1% | -12% | -5% | -8 | 3% | 3% | 21%
COc1ccccc1-c1coc2c(CN3CCCCC3C)c(O)ccc2c1=O (stereo not given)
→ -8% | 8% | 9% | -23% | 227%[activator] | -4 | 1% | 1% | -35%
Cc1cc(OCC(=O)N2CCN(c3cccc(Cl)c3)CC2)c2c(C)c(C)c(=O)oc2c1
→ -4% | -34%[56.9 µM] | 0% | ? | 2% | -1 | -1% | 1% | 33%
CCOc1ccccc1NC(=O)NNC(=O)COc1cccc(C)c1C
→ 4% | 14% | -2% | -12% | 3% | -8 | -3% | -6% | 17%
CCC(=O)Nc1cc(-c2cc3ccccc3oc2=O)ccc1OC
→ -3% | -15%[56.9 µM] | 12% | -9% | -8% | 1 | -2% | 0% | 10%
O=C(Nc1ccncc1)C1CCN(S(=O)(=O)c2c(Cl)cccc2Cl)CC1
→ -4% | 3% | -26% | -12% | -6% | -11 | -4% | 0% | -6%
COc1ccc(C(=O)N(CC(=O)NC(C)(C)C)c2ccc3c(c2)OCCO3)cc1OC
→ 9% | 36% | 4% | -12% | 7% | 3 | -4% | 0% | 16%
Cc1ccccc1CNC(=O)C(=O)Nc1nccs1
→ -8% | 17% | -1% | -23% | 9% | -4 | -3% | 0% | 20%

Sequence of screens – mIDH1 inhibitor | RGS4 inh | Vif-A3F inh | USP1-UAF1 inh | TrxR1 substrate | LDHA inh | Glioma ERSR ind | Vif-APOBEC3G blk | TrxR1 inh
CCOC(=O)N1CCc2c(sc(NCc3sccc3C)c2C(=O)Nc2ccc(OC)cc2OC)C1
→ . | ? | . | -23% | 1%[57.1 µM] | 8 | . | . | 5%[57.1 µM]
Cc1ccc(S(=O)(=O)N2CCOCC2)cc1C(=O)Nc1ccncc1
→ 4% | -3% | 10% | -6% | -1% | -5 | -1% | 1% | 18%
Cc1cccc(N=C2NC(=O)/C(=C/c3cccnc3)S2)c1C
→ 2% | -16% | 3% | -1% | -6% | -3 | -2% | -13% | -8%
CC(=O)Nc1cccc(C)c1
→ -8% | 4% | -2% | -27% | 8% | -4 | -2% | -3% | 24%
COc1cccc(NS(=O)(=O)c2ccc3[nH]cc(C(=O)N(C)C4CCCCC4)c(=O)c3c2)c1
→ -8% | -14% | -6% | ? | 0%[57.1 µM] | -4 | -3% | 0% | 14%[57.1 µM]
COc1ccc(-c2cn3c(n2)sc2cc(C(=O)Nc4ccc(F)cc4)ccc23)cc1
→ 2% | 9% | 0% | 6% | 7% | -8 | 1% | 4% | 21%
CC(C)N1CCN(Cc2cccc(-c3ccco3)c2)CC1CCO (stereo not given)
→ 10% | -26% | 10% | -26% | 0%[57.1 µM] | -7 | -4% | -4% | -4%[57.1 µM]
Cc1c(NC2=CC(=O)CC(C)(C)C2)ccc([N+](=O)[O-])c1C
→ 1% | 11% | -10% | 6% | 0%[57.1 µM] | -11 | 4% | -1% | 1%[57.1 µM]

Nine entries out of the list, arranged by molar mass, descending:
Sequence of screens – mIDH1 inhibitor | RGS4 inh | Vif-A3F inh | USP1-UAF1 inh | TrxR1 substrate | LDHA inh | Glioma ERSR ind | Vif-APOBEC3G blk | TrxR1 inh
CCOC(=O)N1CCc2c(sc(NCc3sccc3C)c2C(=O)Nc2ccc(OC)cc2OC)C1
→ . | ? | . | -23% | 1%[57.1 µM] | 8 | . | . | 5%[57.1 µM]
COc1cccc(NS(=O)(=O)c2ccc3[nH]cc(C(=O)N(C)C4CCCCC4)c(=O)c3c2)c1
→ -8% | -14% | -6% | ? | 0%[57.1 µM] | -4 | -3% | 0% | 14%[57.1 µM]
COc1ccc(C(=O)N(CC(=O)NC(C)(C)C)c2ccc3c(c2)OCCO3)cc1OC
→ 9% | 36% | 4% | -12% | 7% | 3 | -4% | 0% | 16%
COc1ccc(-c2cn3c(n2)sc2cc(C(=O)Nc4ccc(F)cc4)ccc23)cc1
→ 2% | 9% | 0% | 6% | 7% | -8 | 1% | 4% | 21%
Cc1ccc(S(=O)(=O)N2CCOCC2)cc1C(=O)Nc1ccncc1
→ 4% | -3% | 10% | -6% | -1% | -5 | -1% | 1% | 18%
CC(C)N1CCN(Cc2cccc(-c3ccco3)c2)CC1CCO (stereo not given)
→ 10% | -26% | 10% | -26% | 0%[57.1 µM] | -7 | -4% | -4% | -4%[57.1 µM]
CCC(=O)Nc1cc(-c2cc3ccccc3oc2=O)ccc1OC
→ -3% | -15%[56.9 µM] | 12% | -9% | -8% | 1 | -2% | 0% | 10%
Cc1cccc(N=C2NC(=O)/C(=C/c3cccnc3)S2)c1C
→ 2% | -16% | 3% | -1% | -6% | -3 | -2% | -13% | -8%
Cc1ccccc1CNC(=O)C(=O)Nc1nccs1
→ -8% | 17% | -1% | -23% | 9% | -4 | -3% | 0% | 20%

From PubChem
